Pemphigus Ab inh = inhibitors of pemphigus antibody binding to human desmoglein-3; 310,000 tested, 0.48% active; P32926; AID 588358; DSG3-coupled beads, scFv-anti-DSG3-GFP binding, flow cytometry; hits give low values; binding (percent of control), % at 10 µM;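 active means binding more than 3 SD below its plate's average and above zero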;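 further: hits lower antibody fragment binding to DSG3; some compounds called inactive have numbers as strong as hits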
Target sequence (P32926 whole entry, looked up, the tested form may be a part): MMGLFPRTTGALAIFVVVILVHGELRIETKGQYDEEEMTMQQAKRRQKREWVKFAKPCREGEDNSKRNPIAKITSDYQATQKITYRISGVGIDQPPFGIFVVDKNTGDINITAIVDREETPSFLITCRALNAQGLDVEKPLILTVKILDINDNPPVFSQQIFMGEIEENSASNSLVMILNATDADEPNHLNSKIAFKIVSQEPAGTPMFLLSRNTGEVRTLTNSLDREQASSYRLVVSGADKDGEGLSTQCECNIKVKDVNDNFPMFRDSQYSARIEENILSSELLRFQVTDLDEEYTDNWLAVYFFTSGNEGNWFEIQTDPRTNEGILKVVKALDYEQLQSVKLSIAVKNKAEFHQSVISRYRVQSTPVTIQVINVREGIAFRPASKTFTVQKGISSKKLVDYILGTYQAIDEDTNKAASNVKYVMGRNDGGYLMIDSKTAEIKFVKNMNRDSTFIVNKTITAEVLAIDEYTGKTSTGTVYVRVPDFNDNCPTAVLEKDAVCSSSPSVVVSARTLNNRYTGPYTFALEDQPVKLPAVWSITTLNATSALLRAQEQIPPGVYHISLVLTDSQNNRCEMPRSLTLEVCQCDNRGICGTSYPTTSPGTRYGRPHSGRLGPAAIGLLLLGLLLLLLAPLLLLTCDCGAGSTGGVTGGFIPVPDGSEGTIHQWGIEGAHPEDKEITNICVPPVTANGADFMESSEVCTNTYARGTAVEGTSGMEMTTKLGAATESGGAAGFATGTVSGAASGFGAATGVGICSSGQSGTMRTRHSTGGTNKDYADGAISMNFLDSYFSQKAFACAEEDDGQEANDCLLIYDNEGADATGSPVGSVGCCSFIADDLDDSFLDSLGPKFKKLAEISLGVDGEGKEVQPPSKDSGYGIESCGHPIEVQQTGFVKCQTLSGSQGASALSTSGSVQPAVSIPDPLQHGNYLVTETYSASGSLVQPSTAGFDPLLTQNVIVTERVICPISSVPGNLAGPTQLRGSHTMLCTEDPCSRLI
Tat export inh = blocks Tat-dependent protein export in E. coli. E. coli MC4100 TorA-mCherry Tat export, fluorescence. 340,000 tested, 0.036% active. inhibition, % at 10 µM. AID 488895;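 active means mean replicate inhibition at least 50% and at least half of replicates individually reaching 50%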;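 further: exported cargo escapes ClpAP degradation while cytoplasmic cargo is degraded and loses fluorescence; 0% = median of neutral control wells and 100% = median of NaSCN control wells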
Mot1-301 SUMO = inhibitors of SUMOylation pathway: yeast Mot1-301 growth rescue. growth rescue, % at 18.8 µM. S. cerevisiae Mot1-301 growth rescue, ATP luminescence, 38.5C; percent above DMSO median, 100 means doubled. 320,000 tested, 1% active. AID 2716;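 active means every valid replicate shows activation above 250% relative to neutral control wells; inactive means the rest, any valid replicate at or below 250%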;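 further: OY570 slx delta 5 strain wells were the positive control but not used for scaling; some compounds called inactive have numbers as strong as hits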
AddAB inh = less growth of phage-infected E. coli with AddAB. AID 435030. 330,000 tested, 0.29% active. inhibition, % at 11.9 µM. E. coli expressing H. pylori AddAB, absorbance growth; in the data active means inhibition above about 12%;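 further: 0% = vehicle wells of infected cells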
Arr AP2 block = inhibitors of human beta-arrestin and AP2 interaction; FITC-arrestin peptide / GST-AP2 beads, flow cytometry; AP2 beta2 appendage carries R879A mutation; inhibition, % at 10 µM; 340,000 tested, 0.31% active; AID 504490;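 active means inhibition above a set limit, near 3 SD of compounds lacking own fluorescence, cut at about 54% in these data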;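 further: plate controls were DMSO wells for no effect and 5 µM unlabelled arrestin peptide for full effect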
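System: GST-AP2 R879A glutathione beads | Also added: FITC-arrestin peptide, 50 nM | Times: 12 min plus 1 h, RT | Signal: Bead flow cytometry, FITC channel | Buffer or medium: PBS with 0.05% Tween 20 and 0.1% BSA | Read-out basis: Percent drop in bead-associated FITC signal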
OPRM1-OPRD1 inv = mu-delta opioid heterodimer inverse agonism; P35372+P41143; cell-based MOR-DOR heterodimer luminescence; inhibition, % at 9.3 µM; 340,000 tested, 0.21% active; in the data active means inhibition above about 22%, passing the limit was not always enough;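 further: 0% = cells with DMSO and 100% = wells without cells with DMSO; values of inactives mirror those of a sister screen read the other way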
MOR-DOR ag = OPRM1-OPRD1 heterodimerization agonism | cells, luminescence | P35372+P41143 | 340,000 tested, 0.3% active | activation, % at 9.3 µM; in the data active means activation above about 18%;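 further: 0% = vehicle-treated cells and 100% = reference agonist; values of inactives mirror those of a sister screen read the other way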
Ecoli viability = counter-screen for AddAB inhibitors: E. coli growth inhibition | E. coli V3065 growth, OD600 absorbance, 18 h | inhibition, % at 11.9 µM | 330,000 tested, 0.27% active | AID 449728;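 active means inhibition above the campaign's mean inhibition across all tested compounds plus 3 SD, cut at about 9.9% in these data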;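 further: uninfected addAB+ strain grown without phage in ampicillin broth; 0% = DMSO wells and 100% = ciprofloxacin 0.95 µg/ml wells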
PKA-R1A activ = activates the PKA-R1A holoenzyme complex; AID 504707; activation, % at 11.4 µM; PKA-R1A dissociation, Cy5-IP20 fluorescence polarization; scaled: DMSO 0%, 113 µM cGMP 100%; 340,000 tested, 0.083% active;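 active means percent activation above the mean of all tested compounds plus 3 SD, cut at about 19% in these data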;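 further: higher means more PKAc released from R1A so a rise in polarization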
phage Ecoli inh = E. coli growth loss with phage present | growth absorbance | inhibition, % at 11.9 µM | 360,000 tested, 0.26% active | AID 651602; in the data active means inhibition above about 11%
PfHsp90 yeast 2 = reduces growth (ATP signal) of yeast expressing P. falciparum Hsp90; S. cerevisiae expressing PfHsp90, BacTiter-Glo ATP, 48 h; yeast lacking PDR1 and PDR3 efflux regulators; inhibition, % at 9.4 µM; 310,000 tested, 0.32% active; AID 504621;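 active means every replicate shows inhibition above about 80%, whatever the replicate mean, limit read from the data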;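 further: 0% = DMSO neutral controls and 100% = 20 µM radicicol positive controls; yeast relying on Plasmodium falciparum Hsp90 in place of its own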
Active calls of the source: *.

What do the screens show for `CCN(CC(=O)Nc1ccc(NC(C)=O)cc1)C(=O)c1cccc2ccccc12`?
Tat export inh: -7.7; Mot1-301 SUMO: 0.1; AddAB inh: -0.4; Arr AP2 block: 1.6; OPRM1-OPRD1 inv: 1.6; MOR-DOR ag: -0.4; Ecoli viability: 1.1; PKA-R1A activ: -2.1; phage Ecoli inh: 2.9; PfHsp90 yeast 2: -10.4

How did CSC1=N/C(=C\c2ccccc2F)C(=O)S1 do in these assays?
Pemphigus Ab inh: 112.8; Tat export inh: -0.3; Mot1-301 SUMO: 53.6; AddAB inh: 1.5; Arr AP2 block: -3.6; OPRM1-OPRD1 inv: 2.6; MOR-DOR ag: -0.5; Ecoli viability: 0.0; PKA-R1A activ: -8.7; phage Ecoli inh: 1.4; PfHsp90 yeast 2: 13.8

Results for Cc1cc2nnc(SCC(=O)NC3CCCCC3)n2c(N)n1 ?
Pemphigus Ab inh: 101.3; Tat export inh: -8.2; Mot1-301 SUMO: 1.2; AddAB inh: 2.2; Arr AP2 block: -1.3; OPRM1-OPRD1 inv: 16.3; MOR-DOR ag: -3.1; Ecoli viability: -2.6; PKA-R1A activ: 4.6; phage Ecoli inh: 0.2; PfHsp90 yeast 2: -0.4

How did CC(=O)N1c2ccc(S(=O)(=O)NCC3CCC(C(=O)N4CC(C)CC(C)C4)CC3)cc2CC1C (stereo unspecified) do in these assays?
Tat export inh: 0.1; Mot1-301 SUMO: -12.8; AddAB inh: 2.0; Arr AP2 block: 20.2; OPRM1-OPRD1 inv: 7.0; MOR-DOR ag: -1.4; Ecoli viability: -0.3; PKA-R1A activ: 4.1; phage Ecoli inh: -2.2; PfHsp90 yeast 2: 7.6

What do the screens show for `Cc1ccc(NC(=O)C(C)N=C2NS(=O)(=O)c3ccccc32)cc1` (stereo unspecified)?
Pemphigus Ab inh: 94.2; Tat export inh: -6.4; Mot1-301 SUMO: 10.5; AddAB inh: -0.1; Arr AP2 block: -1.1; OPRM1-OPRD1 inv: 12.0; MOR-DOR ag: -2.6; Ecoli viability: 0.7; PKA-R1A activ: -11.0; phage Ecoli inh: 2.2; PfHsp90 yeast 2: -0.6

Results for CCCCC(=O)N1CCN(c2nc3ccc(OCC)cc3s2)CC1 ?
Pemphigus Ab inh: 124.9; Tat export inh: 7.9; Mot1-301 SUMO: 189.0; AddAB inh: 3.2; Arr AP2 block: 41.9; OPRM1-OPRD1 inv: -3.3; MOR-DOR ag: 0.7; Ecoli viability: 1.5; PKA-R1A activ: -1.5; phage Ecoli inh: 0.9; PfHsp90 yeast 2: 10.5

What do the screens show for `Cn1cc(CNCc2cnc3ccccn23)c(-c2ccc(Oc3ccccc3)cc2)n1`?
Pemphigus Ab inh: 104.7; Tat export inh: -3.6; Mot1-301 SUMO: 14.3; AddAB inh: 1.4; Arr AP2 block: 9.9; OPRM1-OPRD1 inv: -25.2; MOR-DOR ag: 3.5; Ecoli viability: 0.6; PKA-R1A activ: -0.4; phage Ecoli inh: 4.1; PfHsp90 yeast 2: 0.3

What do the screens show for `COc1ccc(C(=O)Nc2ccnn2C2CCN(C3CCC3)CC2)cc1`?
Pemphigus Ab inh: 103.4; Tat export inh: 18.4; Mot1-301 SUMO: 10.7; AddAB inh: 3.2; Arr AP2 block: -8.0; OPRM1-OPRD1 inv: 5.4; MOR-DOR ag: -1.1; Ecoli viability: 3.1; PKA-R1A activ: 3.6; phage Ecoli inh: 2.1; PfHsp90 yeast 2: -5.9

What do the screens show for `Cc1cc(C)nc(N/N=C/c2ccccc2OCc2ccccc2)n1`?
Pemphigus Ab inh: 78.7; Tat export inh: -0.2; Mot1-301 SUMO: 9.3; AddAB inh: 0.3; Arr AP2 block: -1.9; OPRM1-OPRD1 inv: 13.6; MOR-DOR ag: -2.7; Ecoli viability: -1.0; PKA-R1A activ: -0.3; phage Ecoli inh: 2.5; PfHsp90 yeast 2: 22.5

What do the screens show for `O=C(NC(Nc1nc2ccc([N+](=O)[O-])cc2s1)(C(F)(F)F)C(F)(F)F)c1ccccc1Cl`?
Pemphigus Ab inh: 83.4; Tat export inh: -1.9; Mot1-301 SUMO: 2.3; AddAB inh: 14.4*; Arr AP2 block: 2.1; OPRM1-OPRD1 inv: -4.7; MOR-DOR ag: 0.7; Ecoli viability: 11.2*; PKA-R1A activ: -0.9; phage Ecoli inh: 14.8*; PfHsp90 yeast 2: 6.9

What do the screens show for `CCN1CCN(CCNC(=O)c2ccc(CS(=O)(=O)c3ccccc3C)o2)CC1`?
Pemphigus Ab inh: 101.1; Tat export inh: 3.9; Mot1-301 SUMO: -5.4; AddAB inh: -0.1; Arr AP2 block: -7.4; OPRM1-OPRD1 inv: 15.9; MOR-DOR ag: -2.8; Ecoli viability: 0.0; PKA-R1A activ: 3.7; phage Ecoli inh: 2.0; PfHsp90 yeast 2: -6.6

Results for CC(C)(C)NS(=O)(=O)c1ccc(OCC(=O)NCCC2=CCCCC2)cc1 ?
Pemphigus Ab inh: 98.2; Tat export inh: 3.4; Mot1-301 SUMO: -4.8; AddAB inh: 3.4; Arr AP2 block: 3.6; OPRM1-OPRD1 inv: 7.0; MOR-DOR ag: -1.6; Ecoli viability: 0.9; PKA-R1A activ: -12.7; phage Ecoli inh: 1.7; PfHsp90 yeast 2: -9.7

How did O=C(Cc1ccccc1F)Nc1ccc2c(c1)CCC2 do in these assays?
Tat export inh: 7.2; Mot1-301 SUMO: 110.9; AddAB inh: 3.0; Arr AP2 block: 2.9; OPRM1-OPRD1 inv: -2.6; MOR-DOR ag: 0.3; Ecoli viability: 1.8; PKA-R1A activ: -1.7; phage Ecoli inh: 1.4; PfHsp90 yeast 2: -20.0

What do the screens show for `O=C(O)CCc1ccc(-c2cccs2)n1CCc1ccccc1`?
Pemphigus Ab inh: 103.4; Tat export inh: -3.1; Mot1-301 SUMO: -0.3; AddAB inh: 3.6; Arr AP2 block: 10.8; OPRM1-OPRD1 inv: 15.9; MOR-DOR ag: -3.2; Ecoli viability: -0.8; PKA-R1A activ: -2.7; phage Ecoli inh: 0.8; PfHsp90 yeast 2: 20.1

What do the screens show for `O=S(=O)(c1cccc(C(F)(F)F)c1)N1CCN(CC(O)COCc2ccccc2)CC1` (stereo unspecified)?
Pemphigus Ab inh: 105.7; Tat export inh: 7.8; Mot1-301 SUMO: -26.3; AddAB inh: 1.2; Arr AP2 block: 32.1; OPRM1-OPRD1 inv: 0.4; MOR-DOR ag: -0.1; Ecoli viability: 0.3; PKA-R1A activ: 0.1; phage Ecoli inh: -2.2; PfHsp90 yeast 2: 19.4

Results for O=C(NCc1ccc(F)cc1)C1CCN(S(=O)(=O)N2CCC3(CC2)OCCO3)CC1 ?
Pemphigus Ab inh: 100.2; Tat export inh: -4.2; Mot1-301 SUMO: -0.9; AddAB inh: 0.8; Arr AP2 block: -14.7; OPRM1-OPRD1 inv: 9.1; MOR-DOR ag: -1.6; Ecoli viability: 1.2; PKA-R1A activ: -2.6; phage Ecoli inh: 4.0; PfHsp90 yeast 2: 8.3

Results for COc1ccc(NC(=O)c2cc(-c3ccc(C)o3)nc3ccccc23)c(OC)c1 ?
Pemphigus Ab inh: 105.5; Mot1-301 SUMO: 0.3; AddAB inh: -0.9; Arr AP2 block: 12.4; Ecoli viability: -3.4; phage Ecoli inh: 1.2

What do the screens show for `Cc1ccc(Nc2ncnc3c2oc2ccccc23)cc1`?
Pemphigus Ab inh: 106.6; Tat export inh: -3.0; Mot1-301 SUMO: 2.1; AddAB inh: 2.2; Arr AP2 block: 12.3; OPRM1-OPRD1 inv: -5.0; MOR-DOR ag: 0.9; Ecoli viability: 1.9; PKA-R1A activ: 1.5; phage Ecoli inh: 2.1; PfHsp90 yeast 2: 8.2

What do the screens show for `COc1ccccc1C(=O)NNC(=S)NC(=O)c1cc(OC)c(OC)c(OC)c1`?
Pemphigus Ab inh: 101.8; Tat export inh: -7.7; Mot1-301 SUMO: -5.9; AddAB inh: 0.3; Arr AP2 block: 12.8; OPRM1-OPRD1 inv: 15.6; MOR-DOR ag: -3.0; Ecoli viability: -3.1; PKA-R1A activ: 10.8; phage Ecoli inh: 0.5; PfHsp90 yeast 2: -18.4

Results for O=C1C=C(c2ccc3[nH]ccc3c2)C[C@@H](c2ccc(Cl)cc2)C1 ?
Pemphigus Ab inh: 101.7; Tat export inh: 6.5; Mot1-301 SUMO: -0.5; AddAB inh: 2.5; Arr AP2 block: 0.4; OPRM1-OPRD1 inv: -35.5; MOR-DOR ag: 6.1; Ecoli viability: 2.0; PKA-R1A activ: -4.5; phage Ecoli inh: 2.5; PfHsp90 yeast 2: -66.8

Results for Cc1cccc(C)c1NCc1n[nH]c(=S)n1-c1ccccc1 ?
Pemphigus Ab inh: 104.5; Tat export inh: -2.9; Mot1-301 SUMO: -4.7; AddAB inh: 3.9; Arr AP2 block: -31.1; OPRM1-OPRD1 inv: 1.1; MOR-DOR ag: -0.2; Ecoli viability: -0.4; PKA-R1A activ: -7.1; phage Ecoli inh: 6.0; PfHsp90 yeast 2: 18.3

Results for O=C(CSc1ncnc2c1oc1ccccc12)c1cccs1 ?
Pemphigus Ab inh: 105.6; Tat export inh: -0.9; Mot1-301 SUMO: 6.0; AddAB inh: 2.0; Arr AP2 block: -6.1; OPRM1-OPRD1 inv: -29.4; MOR-DOR ag: 6.0; Ecoli viability: 0.3; PKA-R1A activ: -13.2; phage Ecoli inh: 2.6; PfHsp90 yeast 2: -3.1

Results for Cc1cc(C#N)c(C)c(SCc2[nH]nc3c2C(c2ccccc2)C(C#N)=C(N)O3)n1 (stereo unspecified) ?
Pemphigus Ab inh: 99.3; Tat export inh: 0.8; Mot1-301 SUMO: -10.8; AddAB inh: 2.2; Arr AP2 block: 6.6; OPRM1-OPRD1 inv: -7.9; MOR-DOR ag: 1.8; Ecoli viability: 0.5; PKA-R1A activ: -0.6; phage Ecoli inh: 3.0; PfHsp90 yeast 2: -27.5

What do the screens show for `CC(=O)N[C@@H](CC(=O)N[C@H](CCC(=O)O)C(=O)O)C(=O)O`?
Pemphigus Ab inh: 91.2; Tat export inh: -4.8; Mot1-301 SUMO: 10.0; AddAB inh: -0.6; Arr AP2 block: 5.7; OPRM1-OPRD1 inv: -3.0; MOR-DOR ag: 0.6; Ecoli viability: -1.2; PKA-R1A activ: -12.8; phage Ecoli inh: 3.3; PfHsp90 yeast 2: 5.5

Results for CC1CCN(C(=S)c2ccc3c(c2)OCO3)CC1 ?
Pemphigus Ab inh: 96.3; Tat export inh: 1.5; Mot1-301 SUMO: 1.6; AddAB inh: -0.3; Arr AP2 block: -4.7; OPRM1-OPRD1 inv: -1.1; MOR-DOR ag: 0.2; Ecoli viability: 1.7; PKA-R1A activ: -2.4; phage Ecoli inh: 1.0

Source: PubChem
